From PubChem BioAssay
PrPC surface inh – inhibitors of human cell surface prion protein PrPC, primary screen, cell-based, TR-FRET; TR-FRET read-out; inhibition, % at 13.8 µM; actives 0.43% (n = 370,000); in the data active = inhibition above about 24%; also: 0% = median of the test wells and 100% = reference compound wells
UGM FP inh – M. tuberculosis UGM enzyme inhibitors, primary screen, biochemical, fluorescence polarization, single point; actives 0.06% (n = 320,000); UDP-galactopyranose mutase (Mycobacterium tuberculosis (strain ATCC 25618 / H37Rv)), …; inhibition, % at 10 µM; purified UGM, fluorescence polarization probe displacement; in the data active = inhibition above about 10%, passing the limit was not always enough; inconclusive = no clear call, values can overlap the other calls
Target sequence (P9WIQ1 whole entry, looked up): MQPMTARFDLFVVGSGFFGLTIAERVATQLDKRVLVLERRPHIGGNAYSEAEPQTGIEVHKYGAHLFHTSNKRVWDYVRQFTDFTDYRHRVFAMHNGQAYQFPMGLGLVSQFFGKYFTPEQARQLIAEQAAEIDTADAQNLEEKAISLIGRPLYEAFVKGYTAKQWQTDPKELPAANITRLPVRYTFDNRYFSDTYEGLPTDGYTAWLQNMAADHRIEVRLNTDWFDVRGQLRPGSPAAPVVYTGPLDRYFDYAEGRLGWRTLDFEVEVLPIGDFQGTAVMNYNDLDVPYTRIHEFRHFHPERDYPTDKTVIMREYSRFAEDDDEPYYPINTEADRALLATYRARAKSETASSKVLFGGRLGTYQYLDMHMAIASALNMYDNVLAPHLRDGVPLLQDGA
FadD28 FP inh – inhibitors of FadD28 bisubstrate probe binding, primary screen, biochemical, fluorescence polarization, single point; inhibition, % at 12.5 µM; actives 0.22% (n = 360,000); AID 588549, 2011; in the data active = inhibition above about 8.5%, passing the limit was not always enough; inconclusive = no clear call, values can overlap the other calls
BoNT A protease – BoNT/A light chain protease inhibitors, primary screen, biochemical, flow cytometry, MLPCN library; actives 0.17% (n = 360,000); Botulinum neurotoxin type A light chain protease (Clostridium botulinum A str. ATCC 3502); multiplex microsphere protease substrate cleavage; inhibition, % at 10 µM; in the data active = inhibition above about 30%; inconclusive = no clear call, values can overlap the other calls; also: plate controls were buffer without enzyme for full effect and enzyme alone for no effect
Mtb FBA inh – Mtb FBA enzyme inhibitors, primary screen, biochemical, fluorescence, strain H37Rv; Fructose-bisphosphate aldolase (Mycobacterium tuberculosis (strain ATCC 25618 / H37Rv)), …; purified M. tuberculosis FBA, fluorescence read-out; inhibition, % at 1 µM; actives 2.3% (n = 360,000); AID 588726, 2011; in the data active = inhibition above about 27%;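 also: 0% = vehicle and 100% = reference inhibitor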
Target sequence (P9WQA3 whole entry, looked up): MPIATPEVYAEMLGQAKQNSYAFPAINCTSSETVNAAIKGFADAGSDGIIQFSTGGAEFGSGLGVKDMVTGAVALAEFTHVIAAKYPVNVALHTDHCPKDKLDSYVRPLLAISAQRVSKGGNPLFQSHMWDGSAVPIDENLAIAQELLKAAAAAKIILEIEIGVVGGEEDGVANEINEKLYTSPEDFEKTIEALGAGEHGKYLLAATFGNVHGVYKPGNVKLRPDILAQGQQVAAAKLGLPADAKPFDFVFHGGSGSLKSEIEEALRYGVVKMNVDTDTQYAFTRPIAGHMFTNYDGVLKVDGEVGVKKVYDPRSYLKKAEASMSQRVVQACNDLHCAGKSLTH
BoNT-F LC inh – BoNT/F light chain protease inhibitors, primary screen, biochemical, flow cytometry, MLPCN library. Botulinum neurotoxin type F light chain protease (Clostridium botulinum). Multiplex microsphere protease cleavage assay. inhibition, % at 10 µM. actives 0.22% (n = 360,000). AID 588497, 2011; in the data active = inhibition above about 35%, passing the limit was not always enough; inconclusive = no clear call, values can overlap the other calls; also: plate controls were buffer without enzyme for full effect and enzyme alone for no effect
BioA inh – M. tuberculosis BioA enzyme inhibitors, primary screen, biochemical, plate reader, single point, HTS | purified M. tuberculosis BioA enzyme | AID 602481, 2012 | inhibition, % at 9.99 µM | actives 0.096% (n = 360,000) | 7,8-diaminopelargonic acid synthase BioA (Mycobacterium tuberculosis); in the data active = inhibition above about 40%; inconclusive = no clear call, values can overlap the other calls
GDH-TPI counter – GDH-TPI coupling enzyme inhibitors, primary screen, artefact control for M. tuberculosis FBA inhibitor project, biochemical, absorbance, full deck; GDH-TPI coupled enzyme counterscreen, NADH absorbance; inhibition, % at 4.8 µM; AID 588335, 2011; actives 1.2% (n = 360,000);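 also: 0% = DMSO wells and 100% = wells lacking the enzyme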
CCHF vOTU inh – CCHFV vOTU protease inhibitors, primary screen, biochemical, Pep-AMC substrate, fluorescence | AID 651958, 2012 | Crimean-Congo hemorrhagic fever virus L polyprotein viral ovarian tumor (vOTU) protease … | actives 0.55% (n = 370,000) | inhibition, % at 11.5 µM; also: 0% = vehicle wells with enzyme and 100% = no enzyme wells
* = called active by the depositor; & = joins results of further samples. Rule as the data show it, unless noted: active = inhibition above about 30%; inactive = the rest. The order is random, and some 4.8% of all compounds hit somewhere here.

`CCn1c(CNC(=O)c2cccc(C)c2)nnc1SCC(=O)NC1CCCCC1C` (stereo not drawn) gave PrPC surface inh 5, UGM FP inh -3.8, FadD28 FP inh 0.7, BoNT A protease -1.0, Mtb FBA inh 1, BoNT-F LC inh -19, BioA inh 0.5, GDH-TPI counter 5 and CCHF vOTU inh 2.
Screening CCOc1ccccc1N(CC(=O)O)S(=O)(=O)c1ccc(C)cc1 returned PrPC surface inh 0, UGM FP inh -0.2, FadD28 FP inh -5.2, BoNT A protease -0.1, Mtb FBA inh 1, BoNT-F LC inh 8, BioA inh -1.2, GDH-TPI counter 4 and CCHF vOTU inh 9.
Screening CCC(C)(C)NC(=O)C(c1cccn1C)N(C(=O)Cn1nnc2ccccc21)c1ccc(F)cc1 (stereo not drawn) returned PrPC surface inh 0, UGM FP inh 5.4, FadD28 FP inh -3.1, BoNT A protease 0.0, Mtb FBA inh 5, BoNT-F LC inh -6, BioA inh -0.1, GDH-TPI counter 2 and CCHF vOTU inh -4.
Screening C[C@]12C(=O)N(c3ccc(Br)cc3)C(=O)N1[C@@H]1c3ccccc3OC[C@@H]1[C@H]2c1ccccc1 returned PrPC surface inh 5, UGM FP inh 0.3, FadD28 FP inh -3.0, BoNT A protease 0.5, Mtb FBA inh 7, BoNT-F LC inh 0, BioA inh -0.9, GDH-TPI counter 5 and CCHF vOTU inh 9.
`C[C@@H]1CN([C@H](C)CO)C(=O)c2cc(NC(=O)Nc3ccc(C(F)(F)F)cc3)ccc2O[C@H]1CN(C)S(=O)(=O)c1ccc(Cl)cc1` gave PrPC surface inh 1, UGM FP inh -2.8, FadD28 FP inh inconclusive, BoNT A protease 0.4, Mtb FBA inh -1, BoNT-F LC inh -2, BioA inh 0.0&-1.6, GDH-TPI counter -15 and CCHF vOTU inh 23.
`Cc1ccc(Nc2nc(NCCCN3CCOCC3)nc(N)c2[N+](=O)[O-])cc1` gave PrPC surface inh 0, UGM FP inh -1.3, FadD28 FP inh 0.2, BoNT A protease 0.2, Mtb FBA inh 4, BoNT-F LC inh 1, BioA inh -3.6, GDH-TPI counter 12 and CCHF vOTU inh -12.
Screening Cc1ccc(OCCN2CCN(C)CC2)c([N+](=O)[O-])c1 returned PrPC surface inh -8, UGM FP inh -2.2, FadD28 FP inh -3.1, BoNT A protease 0.3, Mtb FBA inh 0, BoNT-F LC inh 5, GDH-TPI counter -1 and CCHF vOTU inh 7.
`C[C@H]1C=C(C(=O)NCc2nc3ccccc3[nH]2)O[C@@H](OCCCCO)C1` gave PrPC surface inh 10, UGM FP inh -2.3, FadD28 FP inh -0.1, BoNT A protease 0.1, Mtb FBA inh 1, BoNT-F LC inh -9, BioA inh 2.7, GDH-TPI counter 7 and CCHF vOTU inh 16.
C=CCNS(=O)(=O)c1sccc1/C=N/O was read as PrPC surface inh 0, UGM FP inh -0.1, FadD28 FP inh -0.1, BoNT A protease -1.6, Mtb FBA inh 2, BoNT-F LC inh 1, BioA inh -1.1, GDH-TPI counter 0 and CCHF vOTU inh 0.
`CCOC(=O)c1cnn(-c2c(Cc3ccccc3)c(C)nc3c(-c4ccccc4)c(C)nn23)c1N` gave PrPC surface inh 5, FadD28 FP inh 1.6, BoNT A protease 3.5, Mtb FBA inh 5, BoNT-F LC inh 4, BioA inh -3.1, GDH-TPI counter 7 and CCHF vOTU inh 8.

Brought forward from above: two entries; new compounds follow.
C=CCNS(=O)(=O)c1sccc1/C=N/O was read as PrPC surface inh 0, UGM FP inh -0.1, FadD28 FP inh -0.1, BoNT A protease -1.6, Mtb FBA inh 2, BoNT-F LC inh 1, BioA inh -1.1, GDH-TPI counter 0 and CCHF vOTU inh 0.
`CCOC(=O)c1cnn(-c2c(Cc3ccccc3)c(C)nc3c(-c4ccccc4)c(C)nn23)c1N` gave PrPC surface inh 5, FadD28 FP inh 1.6, BoNT A protease 3.5, Mtb FBA inh 5, BoNT-F LC inh 4, BioA inh -3.1, GDH-TPI counter 7 and CCHF vOTU inh 8.
CCOc1cccc(/C=C/C(=O)O)c1 was read as PrPC surface inh 4, UGM FP inh 0.1, FadD28 FP inh -1.2, BoNT A protease -1.5, Mtb FBA inh 14, BoNT-F LC inh -11, BioA inh 0.9, GDH-TPI counter -1 and CCHF vOTU inh 1.
For O=C(COc1ccc([N+](=O)[O-])cc1)Nc1ccc2[nH]c(=O)[nH]c2c1 the results were PrPC surface inh -17, UGM FP inh -2.5, FadD28 FP inh -1.2, Mtb FBA inh -2, GDH-TPI counter 20 and CCHF vOTU inh -4.
Screening CCC(C)[C@H](NC(=O)[C@@H]1Cc2ccccc2CN1)C(=O)Nc1ccc2c(c1)OCO2 (stereo partly drawn) returned PrPC surface inh 7, UGM FP inh -2.1, FadD28 FP inh -1.6, BoNT A protease 1.5, Mtb FBA inh -2, BoNT-F LC inh -6, BioA inh -2.1, GDH-TPI counter 3 and CCHF vOTU inh -15.
For Cc1c(NC(=O)c2ccc3c4c(cccc24)CC3)c(=O)n(-c2ccccc2)n1C the results were PrPC surface inh -20, UGM FP inh -1.0, FadD28 FP inh -0.5, BoNT A protease 0.9, Mtb FBA inh -1, BoNT-F LC inh -2, BioA inh -0.7, GDH-TPI counter 12 and CCHF vOTU inh -6.
Cc1ccc(C(=O)Nc2nnc(-c3ccncc3)s2)o1 was read as PrPC surface inh 3, UGM FP inh -0.7, FadD28 FP inh -2.4, BoNT A protease -1.1, Mtb FBA inh 9, BoNT-F LC inh -1, BioA inh -1.7, GDH-TPI counter 37* and CCHF vOTU inh 10.
Screening Cn1c(=O)[nH]c(=O)c2c1nc(N1CCOCC1)n2CCc1ccccc1 returned PrPC surface inh -2, UGM FP inh 2.3, FadD28 FP inh -2.7, BoNT A protease -0.4, Mtb FBA inh -1, BoNT-F LC inh 1, BioA inh 1.3, GDH-TPI counter 8 and CCHF vOTU inh -9.
For COC(=O)c1ccc(N2CCN(C)CC2)c(NC(=O)COc2ccc(C)cc2)c1 the results were PrPC surface inh -6, UGM FP inh -1.0, FadD28 FP inh -1.0, BoNT A protease -0.1, Mtb FBA inh 0, BoNT-F LC inh -3, BioA inh -0.2, GDH-TPI counter 2 and CCHF vOTU inh -6.
Screening Cc1ccc2oc(-c3ccc(C)c(NC(=S)NC(=O)c4cccs4)c3)nc2c1 returned PrPC surface inh -1, UGM FP inh -1.2, FadD28 FP inh -1.4, BoNT A protease 0.1, Mtb FBA inh 5, BoNT-F LC inh 5, GDH-TPI counter 5 and CCHF vOTU inh 1.
For CC(C)C(=O)N1CCN(CCN2C(=O)c3cccc4cccc(c34)C2=O)CC1 the results were PrPC surface inh -43, FadD28 FP inh -1.2, BoNT A protease 1.9, Mtb FBA inh 0, BoNT-F LC inh 23, BioA inh -2.0, GDH-TPI counter 17 and CCHF vOTU inh -3.
Screening CCCS(=O)(=O)NC(=O)C1(C)CCCN(C(=O)c2ccc(OC)cc2)C1 (stereo not drawn) returned PrPC surface inh 9, FadD28 FP inh -3.6, BoNT A protease 0.1, Mtb FBA inh -1, BoNT-F LC inh 0, BioA inh 0.6, GDH-TPI counter 0 and CCHF vOTU inh 2.
`COc1ccccc1NC(C)=[N+](C)CCNS(=O)(=O)c1ccc(Cl)cc1` gave PrPC surface inh -7, UGM FP inh 2.5, FadD28 FP inh -1.8, BoNT A protease 0.8, Mtb FBA inh 0, BoNT-F LC inh -2, BioA inh 0.1, GDH-TPI counter -2 and CCHF vOTU inh -5.
`CCOC(=O)CNC(=O)COc1coc(CN2CCN(c3ccccc3F)CC2)cc1=O` gave PrPC surface inh -2, UGM FP inh 2.3, FadD28 FP inh -3.3, BoNT A protease 38*, Mtb FBA inh 4, BoNT-F LC inh 1, BioA inh 0.0, GDH-TPI counter -8 and CCHF vOTU inh 6.
`C#CCOCCOCCOCCNc1nc(N2CCN(C(=O)[C@H](CCCCN)n3cc(CN)nn3)CC2)nc(N2CCN(C(=O)[C@H](CCCCN)n3cc([C@@H](N)[C@H](C)CC)nn3)CC2)n1` gave PrPC surface inh -4, UGM FP inh -1.2, FadD28 FP inh 0.6, BoNT A protease -0.4, Mtb FBA inh 3, BoNT-F LC inh -25, BioA inh -0.2, GDH-TPI counter -2 and CCHF vOTU inh 14.
`CC(=O)c1ccc2c(c1)CCN2` gave PrPC surface inh -2, FadD28 FP inh -1.6, BoNT A protease 0.3, Mtb FBA inh 2, BoNT-F LC inh -3, BioA inh 2.6, GDH-TPI counter 26 and CCHF vOTU inh 4.
CC(C)(C)c1ccc(C2/C(=C(\O)c3ccc4c(c3)OCCO4)C(=O)C(=O)N2CCCN2CCOCC2)cc1 (stereo not drawn) was read as PrPC surface inh -8, UGM FP inh 0.0, FadD28 FP inh -2.3, BoNT A protease 0.0, Mtb FBA inh -1, BoNT-F LC inh -1, BioA inh -0.2, GDH-TPI counter 17 and CCHF vOTU inh 7.
C=CCOC(=O)Nc1ccc(Cl)cc1NC(=O)OCC=C was read as PrPC surface inh -8, UGM FP inh 1.3, FadD28 FP inh -0.9, BoNT A protease -0.8, Mtb FBA inh 4, BoNT-F LC inh -4, BioA inh -0.8, GDH-TPI counter -5 and CCHF vOTU inh 12.
N#C/C(=C(/O)C(Cl)c1ccccc1)c1nc2ccccc2s1 (stereo not drawn) was read as PrPC surface inh 43*, UGM FP inh 1.1, FadD28 FP inh -2.0, BoNT A protease -0.1, Mtb FBA inh 3, BoNT-F LC inh -1, BioA inh -1.8, GDH-TPI counter 14 and CCHF vOTU inh 25.
Nc1c(C(=O)NCc2ccccc2)sc2nc3c(cc12)C(=O)CCC3 was read as PrPC surface inh 0, UGM FP inh 2.4, FadD28 FP inh -2.3, BoNT A protease 0.6, Mtb FBA inh 2, BoNT-F LC inh -13, BioA inh -1.2, GDH-TPI counter 10 and CCHF vOTU inh 1.
`COc1cc(CNCCc2ccccc2F)ccc1OCc1ccc(Cl)nc1` gave PrPC surface inh -11, UGM FP inh -1.9, FadD28 FP inh -3.9, BoNT A protease -0.4, Mtb FBA inh 4, BoNT-F LC inh -10, GDH-TPI counter 11 and CCHF vOTU inh 8.
Oc1c(Br)cc(Br)cc1/C=N/c1nccs1 was read as PrPC surface inh 6, UGM FP inh -4.2, FadD28 FP inh 1.0, BoNT A protease 4.1, Mtb FBA inh 3, BoNT-F LC inh -5, BioA inh -4.6, GDH-TPI counter 3 and CCHF vOTU inh 6.
For CCc1nn(C)c(N)c1C the results were PrPC surface inh 6, UGM FP inh 1.1, FadD28 FP inh 1.5, BoNT A protease 1.2, Mtb FBA inh -1, BoNT-F LC inh 1, BioA inh -2.4, GDH-TPI counter 5 and CCHF vOTU inh 2.
COC(=O)C1=C(C)N(Cc2ccccc2)C(=O)N[C@H]1c1ccccc1 was read as PrPC surface inh 5, UGM FP inh 1.3, FadD28 FP inh -2.9, BoNT A protease 0.2, Mtb FBA inh 3, BoNT-F LC inh -5, BioA inh 1.7, GDH-TPI counter 13 and CCHF vOTU inh 6.
O=C(N/N=C/c1ccc(COc2ccc(Br)cc2)o1)c1ccco1 was read as PrPC surface inh -5, UGM FP inh -0.6, FadD28 FP inh -4.5, BoNT A protease -1.1, Mtb FBA inh -4, BoNT-F LC inh -4, BioA inh -0.9, GDH-TPI counter 23 and CCHF vOTU inh -5.
For O=C(Nc1ccc(F)c(Cl)c1)c1ccccc1 the results were PrPC surface inh 3, UGM FP inh 0.0, FadD28 FP inh -3.6, BoNT A protease -0.3, Mtb FBA inh 0, BoNT-F LC inh -4, BioA inh 2.9, GDH-TPI counter -2 and CCHF vOTU inh 8.
